From PubChem BioAssay
TAG inh – reduces triacylglycerol accumulation in H9c2 cells. Nile Red lipid (TAG) fluorescence; cells loaded with 200 µM oleic acid. 0.66% of 230,000 active. inhibition, % at 12.5 µM;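 active = pattern-corrected inhibition of lipid staining of at least 50% with the nuclear-stain viability signal not falling by more than 50%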;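 also: 0% = DMSO wells and 100% = triacsin C control wells; some results filed as inactive read as strong as hits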
TAG inh DAPI viability – further read-out of TAG inh, marked with its call; DAPI nuclei signal change (viability), lower = more cytotoxic, %;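 whole-well DAPI fluorescence read on a plate reader as a viability signal; minus 50 percent equals half of cells still viable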
Starred values were filed as active, the others as inactive. A portion of the library (hit frequency here may not be typical).

Sample of the layout, 15 compounds:
For CCC12CN3CC(CC)(CN(C1)C31C(=O)N(C)c3ccc(C)cc31)C2=O (stereo not given) the results were TAG inh 10 and TAG inh DAPI viability -4.
CC(=O)N1CCN(CC(=O)Nc2sccc2C#N)CC1 was read as TAG inh -8 and TAG inh DAPI viability 1.
COc1ccc(/C=N/n2cnn(Cc3ccccc3Cl)c2=S)cc1 was read as TAG inh -15 and TAG inh DAPI viability -8.
Screening COc1ccc(C(CC(=O)NCc2ccccc2)Sc2n[nH]c(-c3ccccc3)n2)cc1 (stereo not given) returned TAG inh 0 and TAG inh DAPI viability -1.
CCC/C=C/c1ccc(CN2C(C(C)C)C(=O)N(Cc3cn(CCC4OCCCO4)nn3)CCS2(=O)=O)cc1 (stereo not given) was read as TAG inh 7 and TAG inh DAPI viability -7.
`Cc1ccc(/C=N/n2cnc3sc(C)c(C)c3c2=O)o1` gave TAG inh 15 and TAG inh DAPI viability -1.
Screening O=C(O)c1ccc(F)c(S(=O)(=O)Nc2ccccc2)c1 returned TAG inh -3 and TAG inh DAPI viability 22.
CCNC(=S)N1CCC(C(=O)c2ccc3c(c2)OCCO3)CC1 was read as TAG inh 3 and TAG inh DAPI viability 8.
`CC12CCC(=O)C=C1CCC1C2C(O)CC2(C)C1CCC21OCC1=O` (stereo not given) gave TAG inh 12 and TAG inh DAPI viability 16.
Screening O=C(CC(=O)c1ccccc1O)c1ccc(F)cc1 returned TAG inh 23 and TAG inh DAPI viability -13.
`COc1ccc(S(=O)(=O)N(C)c2ccc(C(=O)Nc3cccnc3)cc2)cc1OC` gave TAG inh -20 and TAG inh DAPI viability 1.
Screening CN(CC(=O)Nc1cccc(F)c1)C(=O)C1=COCCO1 returned TAG inh 14 and TAG inh DAPI viability 8.
Screening COc1ccccc1NC(=O)CN(C)S(=O)(=O)c1ccc2c(c1)CCC(=O)N2 returned TAG inh 3 and TAG inh DAPI viability -2.
For COc1cccc(C(=O)NNC(=O)c2ccccc2-n2cccc2)c1 the results were TAG inh -7 and TAG inh DAPI viability 12.
CCOc1ccccc1N1CCN(Cc2cn[nH]c2-c2ccc(F)cc2)CC1 was read as TAG inh 5 and TAG inh DAPI viability 12.

The listing, repeating the preview:
For CCC12CN3CC(CC)(CN(C1)C31C(=O)N(C)c3ccc(C)cc31)C2=O (stereo not given) the results were TAG inh 10 and TAG inh DAPI viability -4.
CC(=O)N1CCN(CC(=O)Nc2sccc2C#N)CC1 was read as TAG inh -8 and TAG inh DAPI viability 1.
COc1ccc(/C=N/n2cnn(Cc3ccccc3Cl)c2=S)cc1 was read as TAG inh -15 and TAG inh DAPI viability -8.
Screening COc1ccc(C(CC(=O)NCc2ccccc2)Sc2n[nH]c(-c3ccccc3)n2)cc1 (stereo not given) returned TAG inh 0 and TAG inh DAPI viability -1.
CCC/C=C/c1ccc(CN2C(C(C)C)C(=O)N(Cc3cn(CCC4OCCCO4)nn3)CCS2(=O)=O)cc1 (stereo not given) was read as TAG inh 7 and TAG inh DAPI viability -7.
`Cc1ccc(/C=N/n2cnc3sc(C)c(C)c3c2=O)o1` gave TAG inh 15 and TAG inh DAPI viability -1.
Screening O=C(O)c1ccc(F)c(S(=O)(=O)Nc2ccccc2)c1 returned TAG inh -3 and TAG inh DAPI viability 22.
CCNC(=S)N1CCC(C(=O)c2ccc3c(c2)OCCO3)CC1 was read as TAG inh 3 and TAG inh DAPI viability 8.
`CC12CCC(=O)C=C1CCC1C2C(O)CC2(C)C1CCC21OCC1=O` (stereo not given) gave TAG inh 12 and TAG inh DAPI viability 16.
Screening O=C(CC(=O)c1ccccc1O)c1ccc(F)cc1 returned TAG inh 23 and TAG inh DAPI viability -13.
`COc1ccc(S(=O)(=O)N(C)c2ccc(C(=O)Nc3cccnc3)cc2)cc1OC` gave TAG inh -20 and TAG inh DAPI viability 1.
Screening CN(CC(=O)Nc1cccc(F)c1)C(=O)C1=COCCO1 returned TAG inh 14 and TAG inh DAPI viability 8.
Screening COc1ccccc1NC(=O)CN(C)S(=O)(=O)c1ccc2c(c1)CCC(=O)N2 returned TAG inh 3 and TAG inh DAPI viability -2.
For COc1cccc(C(=O)NNC(=O)c2ccccc2-n2cccc2)c1 the results were TAG inh -7 and TAG inh DAPI viability 12.
CCOc1ccccc1N1CCN(Cc2cn[nH]c2-c2ccc(F)cc2)CC1 was read as TAG inh 5 and TAG inh DAPI viability 12.
C/C(CCc1ccccc1)=N/NC(=O)C(=O)NCc1ccccc1 was read as TAG inh -9 and TAG inh DAPI viability -5.
For NC(=O)c1cnn(-c2ccc3ccccc3c2)c1N the results were TAG inh 26 and TAG inh DAPI viability -2.
For CC1=C(C(=O)OCc2ccccc2)C(c2ccc(-c3ccccc3)cc2)NC(=O)N1CCCCCC(=O)O (stereo not given) the results were TAG inh 1 and TAG inh DAPI viability 0.
For CC(C)(C)S(=O)(=O)/C(C#N)=C/Nc1ccccn1 the results were TAG inh 1 and TAG inh DAPI viability 0.
For N#C/C(=C\c1c(Cl)cccc1Cl)c1nn(-c2ccccc2)c(-n2cccc2)c1C#N the results were TAG inh 14 and TAG inh DAPI viability 1.

Overlap with the part before: 2 compounds, followed by the next part.
For CC(C)(C)S(=O)(=O)/C(C#N)=C/Nc1ccccn1 the results were TAG inh 1 and TAG inh DAPI viability 0.
For N#C/C(=C\c1c(Cl)cccc1Cl)c1nn(-c2ccccc2)c(-n2cccc2)c1C#N the results were TAG inh 14 and TAG inh DAPI viability 1.
For CC[C@]1(C(=O)OC)[C@H]2C(=O)N(Cc3ccccc3)C(=O)[C@H]2[C@H]2CN=C(SCc3ccccc3)N21 the results were TAG inh 7 and TAG inh DAPI viability 5.
Screening CC(=O)O/N=C(/C)c1ncc(C(F)(F)F)cc1N1CCOCC1 returned TAG inh -16 and TAG inh DAPI viability -5.
CCCCN(CCCC)C(=S)N/N=C/c1c(C)[nH]n(-c2ccccc2)c1=O was read as TAG inh 11 and TAG inh DAPI viability -9.
For COC(=O)c1ccc(C)c(NC(=O)C2CC(=O)N(C3CCCC(C)C3C)C2)c1 (stereo not given) the results were TAG inh -13 and TAG inh DAPI viability -7.
`O=C(CN1CCC(Cc2ccccc2)CC1)NC(=O)NCc1ccco1` gave TAG inh -8 and TAG inh DAPI viability -26.
For O=C(c1cc2ccccc2o1)N1CCN(CCOc2ccccc2)CC1 the results were TAG inh 4 and TAG inh DAPI viability -5.
C#Cc1ccc(NC(=O)C2(C)CCN2C(=O)C/C=C/c2ccccc2)cc1 (stereo not given) was read as TAG inh -2 and TAG inh DAPI viability 5.
For Fc1ccc(CSc2nnc(CN3CCOCC3)n2-c2ccccc2)c(Cl)c1 the results were TAG inh 7 and TAG inh DAPI viability -3.
For CCCC1=Nc2cc(C(=O)NCCCOC(C)C)ccc2Sc2ccccc21 the results were TAG inh 40 and TAG inh DAPI viability -6.
COc1cc(C(=O)N(C)CCOc2ccc(C)cc2)ccc1OC1CCN(C(C)=O)CC1 was read as TAG inh -11 and TAG inh DAPI viability 12.
For COc1nc(-c2ccccc2)ccc1-c1noc(COc2ccccc2)n1 the results were TAG inh 6 and TAG inh DAPI viability -13.
Screening CN(CC(=O)Nc1ccc(F)c(F)c1)S(=O)(=O)c1cccc2nsnc12 returned TAG inh -11 and TAG inh DAPI viability -9.
O=C(c1ccc(NS(=O)(=O)c2cccc(F)c2)cc1)N1CCCCC1 was read as TAG inh -11 and TAG inh DAPI viability 1.
For O=C(CO/N=C/c1ccccc1)Nc1c(F)c(F)c(F)c(F)c1F the results were TAG inh -9 and TAG inh DAPI viability 10.
`COc1ccc(OC)c(NC(=O)c2cccnc2)c1` gave TAG inh 6 and TAG inh DAPI viability 4.
For Nc1nc(CN2CCN(c3ccccc3)CC2)nc(N2CCCc3ccccc32)n1 the results were TAG inh -6 and TAG inh DAPI viability 10.
COc1cc(-c2cc(=O)c3c(C)cc(O)cc3o2)cc(OC)c1OC was read as TAG inh 14 and TAG inh DAPI viability 18.
Screening COc1ccc(COC(=O)c2cccc(S(=O)(=O)N3CCCC3)c2)cc1F returned TAG inh -30 and TAG inh DAPI viability 5.
For CCN(CC)CCCn1c(C)cc2c(c1=O)C(c1ccccc1)C(C#N)=C(N)O2 (stereo not given) the results were TAG inh -6 and TAG inh DAPI viability 3.
`COc1ccccc1CN1CCNC(=O)C1CC(=O)NCCc1cnccn1` (stereo not given) gave TAG inh 3 and TAG inh DAPI viability 6.
`CCCc1cc(C(=O)Nc2cc(Br)ccc2O)no1` gave TAG inh 18 and TAG inh DAPI viability -5.
`CCc1ccc(C(=O)NCC2(c3ccccc3)CCOCC2)o1` gave TAG inh -9 and TAG inh DAPI viability 0.
For CCOc1ccc(NC(=S)NC(=O)/C=C/c2ccc(OC)c(OC)c2)c([N+](=O)[O-])c1 the results were TAG inh 11 and TAG inh DAPI viability -4.
For C=CCNC(=O)c1ccc2c(c1)nnn2C the results were TAG inh 0 and TAG inh DAPI viability 13.
`Cc1cc(N/C(=N/S(=O)(=O)c2cc(F)ccc2F)c2ccccc2)n(-c2ccccc2)n1` gave TAG inh -6 and TAG inh DAPI viability 2.
`CCN(C(=O)c1cc(S(=O)(=O)N2CCCCC2)c[nH]1)c1ccc(OC)cc1` gave TAG inh -26 and TAG inh DAPI viability 0.
Screening CCOC(=O)N1CCN(CC(O)COC(CC)c2ccccc2)CC1 (stereo not given) returned TAG inh -6 and TAG inh DAPI viability 5.
For Cc1ccccc1/C=C/c1cc[n+](C)cc1 the results were TAG inh -7 and TAG inh DAPI viability 1.
For Cc1cc(NC(=O)COC(=O)c2cccc(O)c2)no1 the results were TAG inh -4 and TAG inh DAPI viability 0.
COCCn1c(Cc2cccn2C)nnc1SCC(=O)NCc1ccc2c(c1)OCO2 was read as TAG inh 8 and TAG inh DAPI viability -10.
`CC(=O)c1ccc(NC(=O)CSc2ccc(-c3ccc(-n4cccn4)cc3)nn2)cc1` gave TAG inh 22 and TAG inh DAPI viability -10.
O=C(NCc1ccccc1Br)c1cccs1 was read as TAG inh -4 and TAG inh DAPI viability 1.
Screening CN(C)S(=O)(=O)c1ccc(Cl)c(NC(=O)COC(=O)/C=C/c2cnc3ccccc3n2)c1 returned TAG inh 10 and TAG inh DAPI viability 0.
For Cc1ccc(S(=O)(=O)N2CCC[C@H]2C(=O)OCc2nc3ccccc3s2)cc1 the results were TAG inh 8 and TAG inh DAPI viability 2.
Screening O=[N+]([O-])c1ccc(Nc2ccccc2O)c([N+](=O)[O-])c1 returned TAG inh -26 and TAG inh DAPI viability -1.
For Cc1ccc2nc(C(=O)N3CCCC(Nc4ccc(F)cc4)C3)cn2c1 (stereo not given) the results were TAG inh 1 and TAG inh DAPI viability -1.
For O=C(CSc1nnc(-c2ccncc2)o1)Nc1ccc(F)c(F)c1 the results were TAG inh -1 and TAG inh DAPI viability 2.
COC(=O)c1ccc(N)cc1O was read as TAG inh -1 and TAG inh DAPI viability -11.
Screening O=c1[nH]c(CN2CCOCC2)nc2ccccc12 returned TAG inh 15 and TAG inh DAPI viability -11.
CC(=O)Nc1nc(C)nc(C)c1C(C)=O was read as TAG inh 4 and TAG inh DAPI viability -5.
Screening Cc1cc(C)nc(NC(=O)Cc2ccc(Br)cc2)n1 returned TAG inh -7 and TAG inh DAPI viability 0.
Nc1ncc2c(n1)-c1ccccc1CC2 was read as TAG inh -1 and TAG inh DAPI viability 16.
`O=C(COC(=O)CCc1nc2ccccc2c(=O)[nH]1)Nc1ccc2c(c1)OCO2` gave TAG inh -6 and TAG inh DAPI viability 14.
For CC(=O)c1sc(NC(=O)c2oc3ccc(F)cc3c2C)nc1C the results were TAG inh 3 and TAG inh DAPI viability -1.
Screening Cc1nn(-c2ccccc2)c(N)c1N=Nc1cccnc1 returned TAG inh 12 and TAG inh DAPI viability -3.
`Cn1ccnc1SCCC#N` gave TAG inh 3 and TAG inh DAPI viability 6.
For CCC(=O)N1CCc2cc(S(=O)(=O)NC(C(=O)NCc3ccccc3)C(C)C)ccc21 (stereo not given) the results were TAG inh 10 and TAG inh DAPI viability -3.
For NCC(O)COCCC12CC3CC(CC(C3)C1)C2 (stereo not given) the results were TAG inh 27 and TAG inh DAPI viability -3.
Screening C[C@H](CO)N1C[C@H](C)[C@@H](CN(C)C(=O)c2ccncc2)OCc2cnnn2CCCC1=O returned TAG inh -2 and TAG inh DAPI viability 6.
`Cc1noc(C)c1C(=O)Nc1cccc(S(=O)(=O)N2CCCCC2)c1` gave TAG inh -6 and TAG inh DAPI viability 2.
Screening COc1ccc(CNC(=O)C(C)N2C(=O)NC(c3ccccc3)(c3ccccc3)C2=O)cc1 (stereo not given) returned TAG inh 27 and TAG inh DAPI viability -1.
Screening CC(=O)Oc1ccc(C(=O)Nc2cccc(C(=O)c3ccc(C)c(C)c3)c2)cc1 returned TAG inh -8 and TAG inh DAPI viability 3.
`CCOc1ccc(C(C(=O)NC2CCCCC2)N(C(=O)Cc2cccs2)c2ccc(-n3cnnn3)c(OC)c2)cc1` (stereo not given) gave TAG inh -3 and TAG inh DAPI viability -1.
Screening COc1ccc(CCNC(=O)c2cccc(S(=O)(=O)N3CCCCCC3)c2)cc1 returned TAG inh 5 and TAG inh DAPI viability -1.
For C=CCn1c(=S)sc2c(=O)[nH]cnc21 the results were TAG inh 14 and TAG inh DAPI viability -4.
Screening Cn1c(-c2ccsc2)c(-c2cccs2)c2cc(-c3ccc4cc[nH]c4c3)ccc21 returned TAG inh -28 and TAG inh DAPI viability 13.
O=C(O)c1nn(CC(=O)N(C2CCCCC2)C2CCCCC2)c(=O)c2ccccc12 was read as TAG inh -10 and TAG inh DAPI viability 2.
